All columns: NCI-60 one-dose screen, growth in % after 48 h at 10 µM unless noted; 100 = growth as untreated, 0 = no growth, -100 = all killed.
HCT-116: HCT-116 colon cancer | 82,000 tested, 7.3% active
HCT-15: HCT-15 colon cancer. 82,000 tested, 5.2% active. AID 1794746
COLO 205: COLO 205 colon cancer. 79,000 tested, 7.3% active. AID 1794742
NCI-H23: NCI-H23 lung cancer. AID 1794731. 80,000 tested, 4% active
NCI/ADR-RES: NCI/ADR-RES ovarian cells. 81,000 tested, 4.4% active
NCI-H460: NCI-H460 lung cancer. 82,000 tested, 6.8% active
NCI-H226: NCI-H226 lung cancer. 79,000 tested, 3.5% active
NCI-H322M: NCI-H322M lung cancer. 80,000 tested, 2.7% active
NCI-H522: NCI-H522 lung cancer; 78,000 tested, 8% active
* marks the source's active call; other numbers are inactive results; nt = not tested or not shown; [ ] = dose if it differs, or a comment. The calls were made as follows: active = growth percent below 10; inactive = the rest.

SMILES	HCT-116	HCT-15	COLO 205	NCI-H23	NCI/ADR-RES	NCI-H460	NCI-H226	NCI-H322M	NCI-H522
O=C1/C(=C\c2ccccc2[N+](=O)[O-])Sc2c(F)cccc21	20	101	107	87	87	41	76	98	97
O=C(CSc1nc2ccccc2c(=O)[nH]1)Nc1ccc(C(=O)O)cc1	100	97	123	87	98	114	74	91	84
O=S(=O)(O)c1cccc2cccc(Nc3ccccc3)c12	105	107	103	98	97	110	105	118	95
O=C(c1c[nH]c2ccccc12)C1OC12C(=O)Nc1ccccc12 (stereo not given)	82	79	123	83	94	99	90	93	90
CCOC(=O)CN1/C(=N/c2sc3c(c2C(=O)OCC)CCSC3)SC(=O)/C1=C\C(=O)OC	91	86	111	97	97	99	95	101	82
CCOC(=O)C(=CNC(=S)Nc1ccc(OCC)cc1)C(=O)OCC	100	103	100	88	96	108	110	99	85
Cc1ccc(/C=N/Nc2nc3c(c(=O)n(C)c(=O)n3C)n2C)cc1	99	100	117	107	107	nt	113	127	103
CCN1CC2=C(Nc3nc(SC)[nH]c(=O)c3C2c2ccc(C)cc2)/C(=C/c2ccc(C)cc2)C1 (stereo not given)	76	96	112	97	89	102	93	98	90
CO/N=C(\C)c1ccc(NC(=O)C(C)N2CCN(c3cc4c(cc3F)c(=O)c(C(=O)O)cn4C3CC3)CC2)cc1 (stereo not given)	88	84	106	85	94	94	88	82	81
COC(=O)CNS(=O)(=O)c1ccc2c(c1)Cc1cc(S(=O)(=O)NCC(=O)OC)ccc1-2	109	102	107	107	105	105	90	106	96
O=C1c2cccc3c(-c4ccc(Cl)cc4)ccc(c23)C(=O)N1c1nc2ccccc2s1	100	105	103	100	103	101	91	93	97
CC1=NN(c2nc(-c3ccccc3)c(C#N)c(=O)n2C)C(=O)C1	96	106	123	102	93	108	107	102	112
O=C(Cn1c(-c2ccccc2)nc2cc(Cl)c(Cl)cc21)N=Nc1c(O)[nH]c2ccc(Cl)cc12	53	69	67	69	72	66	37	95	72
NC(=NCCCCCCN=C(N)/N=C(\N)Nc1ccc(Cl)cc1)/N=C(\N)Nc1ccc(Cl)cc1	13	17	-96*	8.4*	47	-1.1*	-9.3*	20	-11*
O=C1c2ccccc2N2C(=O)CSC2=C2CCCN12	89	102	101	98	101	106	96	98	82
CCOC(=O)/C(C#N)=C(/CC)OCC	92	109	113	110	112	110	102	92	nt
CN1c2c(C(=O)O)cnn2CC1c1ccccc1 (stereo not given)	89	97	120	100	101	105	98	75	81
C[C@]1(COc2ccc(N3CCC(Oc4ccc(OC(F)(F)F)cc4)CC3)cc2)Cn2cc([N+](=O)[O-])nc2O1	90	101	95	97	98	94	80	107	80
N#CC(N=Nc1cccc2ccccc12)C(N)=O (stereo not given)	102	94	115	96	105	108	96	108	112
CCc1c(C(=O)N[C@H]2c3cc(Cl)ccc3CC[C@H]2O)[nH]c(C)c1C(C)=O	35	31	72	87	86	25	64	97	60

Looked up by compound from the entries so far:
SMILES	HCT-116	HCT-15	COLO 205	NCI-H23	NCI/ADR-RES	NCI-H460	NCI-H226	NCI-H322M	NCI-H522
C[C@]1(COc2ccc(N3CCC(Oc4ccc(OC(F)(F)F)cc4)CC3)cc2)Cn2cc([N+](=O)[O-])nc2O1	90	101	95	97	98	94	80	107	80
CCOC(=O)CN1/C(=N/c2sc3c(c2C(=O)OCC)CCSC3)SC(=O)/C1=C\C(=O)OC	91	86	111	97	97	99	95	101	82
Cc1ccc(/C=N/Nc2nc3c(c(=O)n(C)c(=O)n3C)n2C)cc1	99	100	117	107	107	nt	113	127	103

One compound at a time (already shown). Order of values: HCT-116	HCT-15	COLO 205	NCI-H23	NCI/ADR-RES	NCI-H460	NCI-H226	NCI-H322M	NCI-H522
CC1=NN(c2nc(-c3ccccc3)c(C#N)c(=O)n2C)C(=O)C1 is listed as 96	106	123	102	93	108	107	102	112
O=C(c1c[nH]c2ccccc12)C1OC12C(=O)Nc1ccccc12 (stereo not given) is listed as 82	79	123	83	94	99	90	93	90
C[C@]1(COc2ccc(N3CCC(Oc4ccc(OC(F)(F)F)cc4)CC3)cc2)Cn2cc([N+](=O)[O-])nc2O1 is listed as 90	101	95	97	98	94	80	107	80

(listing goes on)
SMILES	HCT-116	HCT-15	COLO 205	NCI-H23	NCI/ADR-RES	NCI-H460	NCI-H226	NCI-H322M	NCI-H522
COc1ccc2c(c1)C(=O)c1c-2c(OCCCN(C)C)nc2cc(Br)ccc12	57	-31*	65	76	66	36	57	81	62
O=c1[nH]c(Cc2nc(-c3ccc(Cl)cc3)cs2)nc2c(-c3nc4ccccc4s3)c(S)sc12	98	107	115	98	107	102	88	100	78
CCC(=O)c1cccc(-c2ccccc2)c1CC	108	105	108	104	107	103	101	121	nt
ClC(Cl)(Cl)c1ccc(C(Cl)(Cl)Cl)cc1	98	103	105	102	100	104	85	92	73
COc1cc2nc(N3CCC[C@H](NC(=O)c4ccco4)C3)nc(N)c2cc1OC	98	95	102	100	101	108	103	98	84
O=C(CCl)OCc1ccc([N+](=O)[O-])o1	103	95	111	110	109	106	100	110	104
N#CC1=C(N)Oc2ccc3ccccc3c2C1c1ccccc1Cl (stereo not given)	18	24	39	62	9.5*	20	71	75	34
COc1ccc(NC=O)c(OC)c1	81	100	104	92	97	103	101	85	94
COc1cc(-c2nc3ccccc3[nH]2)ccc1OCC(=O)N=Nc1c(O)[nH]c2ccccc12	32	99	75	90	109	109	105	96	80
COc1ccc2nc(NC(=O)CSc3nnc4n3S(=O)(=O)c3ccccc3N4C)sc2c1	97	101	138	95	99	112	103	102	71
O=c1c2c3c(sc2n2c(-c4ccc(Br)cc4)nnc2n1Cc1ccccc1)CCCC3	77	56	68	92	82	87	75	48	80
O=C(/C(=C\c1c(-c2ccccc2)[nH]c2ccccc12)S(=O)(=O)c1ccccc1)c1ccccc1	33	57	71	48	43	38	54	68	-12*
CCCCN(CC)CCCCCCCCCCN1CCCc2cc(OC)ccc21	70	38	83	13	26	29	103	54	39
CCN1CCN(CCNc2nccc(-c3cn(-c4ccccc4)nc3-c3ccc(Cl)c(OC)c3)n2)S1(=O)=O	63	96	101	100	96	110	94	108	77
CCOC(=O)C(CCCCC(NC(C)=O)(C(=O)OCC)C(=O)OCC)(NC(C)=O)C(=O)OCC	105	106	107	103	98	103	105	105	nt
Cc1c(C(C)(C)O)cn2ncnc(Oc3ccc(NC(=O)Nc4ccc(Cl)c(C(F)(F)F)c4)c(F)c3)c12	39	56	73	31	68	26	63	92	40
CC(C)(C)c1ccc(N)c([N+](=O)[O-])c1	107	109	117	110	111	113	98	112	99
CCCCCCCCCC1=NC(C)(C)CN1C(C)(C)CO	69	82	184	89	96	105	105	89	81
Nc1[nH]nc2[nH]c(=S)nc(-c3ccco3)c12	100	109	106	99	100	113	97	103	87
O=C(N/N=C/c1ccncc1)c1ccncc1	110	107	97	104	107	111	101	114	nt

4 entries from above, field by field.
molecule: ClC(Cl)(Cl)c1ccc(C(Cl)(Cl)Cl)cc1
- HCT-116: 98
- HCT-15: 103
- COLO 205: 105
- NCI-H23: 102
- NCI/ADR-RES: 100
- NCI-H460: 104
- NCI-H226: 85
- NCI-H322M: 92
- NCI-H522: 73

molecule: COc1cc2nc(N3CCC[C@H](NC(=O)c4ccco4)C3)nc(N)c2cc1OC
- HCT-116: 98
- HCT-15: 95
- COLO 205: 102
- NCI-H23: 100
- NCI/ADR-RES: 101
- NCI-H460: 108
- NCI-H226: 103
- NCI-H322M: 98
- NCI-H522: 84

molecule: O=C(CCl)OCc1ccc([N+](=O)[O-])o1
- HCT-116: 103
- HCT-15: 95
- COLO 205: 111
- NCI-H23: 110
- NCI/ADR-RES: 109
- NCI-H460: 106
- NCI-H226: 100
- NCI-H322M: 110
- NCI-H522: 104

molecule: N#CC1=C(N)Oc2ccc3ccccc3c2C1c1ccccc1Cl (stereo not given)
- HCT-116: 18
- HCT-15: 24
- COLO 205: 39
- NCI-H23: 62
- NCI/ADR-RES: 9.5*
- NCI-H460: 20
- NCI-H226: 71
- NCI-H322M: 75
- NCI-H522: 34

Later entries
SMILES	HCT-116	HCT-15	COLO 205	NCI-H23	NCI/ADR-RES	NCI-H460	NCI-H226	NCI-H322M	NCI-H522
OC(c1cccs1)c1cccs1	104	104	121	95	104	nt	107	105	88
O=C1/C(=C\c2cn(Cc3cccc4ccccc34)c3ccccc23)c2ccccc2N1c1c(Cl)cccc1Cl	94	111	108	105	101	98	106	99	99
COc1ccc(-n2nc(C(=O)NCCCCCC(=O)NO)nc2-c2ccccc2)cc1	102	102	114	105	110	108	nt	111	87
CCC(CCCN1C(=O)c2ccccc2C1=O)Nc1cc(OC)cc2c(C)ccnc12 (stereo not given)	98	92	104	117	121	114	88	104	92
COCCN1CCN(c2ncc([N+](=O)[O-])c(N3CCN(CCOC)CC3)n2)CC1	103	99	102	99	93	103	88	96	93
Cc1ccc(S(=O)(=O)N(C(=S)OCCN2C(=O)c3ccccc3C2=O)c2ccccc2F)cc1	79	71	100	87	65	98	nt	102	101
COc1ccc(CNC(=O)C2CSC3c4ccccc4C(=O)N23)cc1OC (stereo not given)	99	110	112	93	99	111	79[100 µM]	101	64
COc1ccc(-c2cc(NC(=O)Nc3ccccc3)no2)cc1	94	99	127	95	99	99	98	95	87
O=C(Nc1ccc(C2=NCCCN2)cc1)c1ccc(C(=O)Nc2ccc(C3=NCCCN3)cc2)nc1	93	108	125	102	102	107	101	111	96
N=C(N)SCCCCCCCCCSC(=N)N	64	92	118	77	91	89	103	108	83
CCC1CCN(CC)CC1	101	106	125	105	110	109	104	101	92
C=C1SC(=Nc2c(C)cc(C)cc2C)N(C(=O)c2sc3ccccc3c2Cl)C12CCCCC2	79	104	104	96	97	96	100	107	75
OCc1ccccc1C(c1ccc(O)cc1)c1ccc(O)cc1	93	103	99	106	101	102	93	95	88
CC1CC(C)S(=O)(=O)C1 (stereo not given)	114	103	108	106	111	116	105	113	98
Cc1cc2c(cc1Cl)C(=O)/C(=C/c1ccc(C(C)C)cc1)O2	90	106	nt	108	111	107	nt	113	94
COC(=O)C1(C)CCCC2(C)C3CCC(C(C)C)C(CO)C3C(CO)CC12 (stereo not given)	86	98	109	88	83	99	60	nt	87
COc1ccc(/C=C2\SC(=Nc3ccccc3)N(Cc3nc4ccccc4[nH]3)C2=O)c(OC)c1	63	86	105	96	85	79	90	121	62
CC1(C)Cc2c(cn(Cc3ccccc3)c2-c2ccccc2)-c2oncc21	88	101	103	97	93	113	92	126	90
OC(CNc1cccc(Cl)c1)c1ccccc1 (stereo not given)	109	103	104	98	106	112	97	129	93
O=C1CC2CC=CCN2C=C1N1CCCCC1=O (stereo not given)	82	106	98	101	109	111	106	106	85
CC(=O)Nc1c(Br)cc2c(c1Br)C(=O)c1ccccc1-2	91	105	97	83	99	102	96	108	87
CC(C)CC(=O)NS(=O)(=O)c1ccccc1	97	105	116	108	113	110	104	102	106
COc1cc(-c2nc(-c3nc4cc(C(=O)c5ccccc5)ccc4[nH]3)cc3c2[nH]c2ccccc23)cc(OC)c1OC	83	83	98	104	89	96	91	99	91
CC(=O)Nc1sc2c(c1C(=O)NC(C)(C)C)CCCC2	105	110	nt	98	99	103	83	106	98
O=C(/C=C/c1ccc(O)c(O)c1)O[C@@H]1C[C@]2(O)C[C@@H](OC2=O)[C@@H]1O	107	104	104	100	105	101	97	99	93
O=C1NC(=S)N/C1=C/c1ccc2c(c1)CCC2	95	100	117	100	108	104	104	106	106
N#C/C(=C\c1ccc(N2CCOCC2)cc1)C(=O)Nc1sc2c(c1C#N)CCCC2	58	80	91	80	78	74	80	88	89
O=C1c2c(c3c4cc(F)ccc4oc3c3[nH]c4ccc(Br)cc4c23)C(=O)N1O	35	48	68	7.6*	31	5.5*	62	79	-18*
CCCCOc1ccc(/C=N/Nc2cc(C)nc3ccc(Br)cc23)cc1	-70*	-66*	-58*	75	84	-35*	90	77	77
CC(C)C1=C[C@@]23CC[C@@H]4[C@](C)(CCC[C@]4(C)C(=O)NCc4ccccc4)[C@H]2C[C@@H]1[C@H]1C(=O)OC(=O)[C@H]13	23	9.0*	80	23	37	18	76	102	17
Cc1ccc(C)c(N)c1	94	106	nt	99	nt	105	110	137	100
